# Screening results from PubChem.
# FAK inh: inhibitors of human focal adhesion kinase | AID 727 | hit rate 0.84% among 97,000 | biochemical FAK kinase activity assay | inhibition, %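 (tested at 7 µM)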; in the data active means inhibition above about 19%;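 further: 0% = DMSO and 100% = reference compound high control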
# PTPN22 act: activators of human LYP (PTPN22) phosphatase; Q9Y2R2; AID 697; hit rate 0.11% among 96,000; activation, % at 2 µM; recombinant LYP, DiFMUP fluorescence; 0 = plate median, 100 = signal doubled;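 active means activation at 2 µM above a set limit, the mean plus 5 SD, cut at about 37% in these data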
# PostGolgi ctrl: yeast control strain growth, post-Golgi counter-screen. inhibition, % at 10 µM. efflux-deficient yeast background strain, growth absorbance A615, 16 h. AID 738. hit rate 5% among 98,000
# PostGolgi yeast: growth inhibition of a yeast mutant, post-Golgi transport screen; post-Golgi transport phenotypic cell assay; inhibition, % at 10 µM; hit rate 0.9% among 98,000;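 further: yeast cells grown in 1536-well plates; yeast grown about 18 h at 30C before absorbance read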
# HIV Rev-RRE inh: HIV Rev-RRE protein-RNA interaction inhibition; P05866; Rev peptide-RRE RNA binding, FRET; inhibition, % at 8 µM; hit rate 0.79% among 97,000; AID 704;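 active means inhibition above the screen-wide mean plus 3 SD, cut at about 35% in these data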;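 further: 0% = median DMSO wells and 100% = median Neomycin B control wells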
# Target sequence (P05866 whole entry, looked up): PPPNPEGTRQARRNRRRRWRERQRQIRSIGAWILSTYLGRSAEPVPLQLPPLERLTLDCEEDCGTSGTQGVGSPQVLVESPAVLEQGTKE
#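 Test system – labelled RRE RNA duplex and labelled Rev peptide · Reagent – labelled Rev peptide · Doses – one concentration, 8 µM nominal · Incubation – 5 + 15 min at 25 °C · Signal – FRET fluorescence readout · Read-out basis – % inhibition of FRET ratio versus controls · Control set – DMSO wells as 0% and neomycin B wells as 100% inhibition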
# S1P2 ag: activates the human S1P2 receptor | O95136 | S1P2-expressing cell line, agonist reporter read-out | hit rate 0.46% among 97,000 | activation, % at 4.5 µM; in the data active means activation above about 16%;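 further: 0% = vehicle low control and 100% = maximal reference agonist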
# Target sequence (O95136 whole entry, looked up): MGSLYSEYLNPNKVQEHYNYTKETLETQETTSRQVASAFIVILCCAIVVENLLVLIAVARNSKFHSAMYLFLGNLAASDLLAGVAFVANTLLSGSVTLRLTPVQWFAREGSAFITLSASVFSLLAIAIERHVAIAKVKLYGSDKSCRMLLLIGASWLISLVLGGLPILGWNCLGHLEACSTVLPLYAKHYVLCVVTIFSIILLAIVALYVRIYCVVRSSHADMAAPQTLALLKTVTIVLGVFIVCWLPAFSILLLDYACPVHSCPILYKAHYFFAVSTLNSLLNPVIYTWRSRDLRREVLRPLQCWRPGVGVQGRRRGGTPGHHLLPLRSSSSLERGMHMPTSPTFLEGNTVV
# S1P2 blocker: antagonists of human S1P2 receptor; O95136; cell-based S1P2 antagonist assay, inhibition at 5 uM; inhibition, % at 5 µM; hit rate 0.21% among 97,000; in the data active means inhibition above about 45%;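 further: CRE beta-lactamase reporter cells expressing human S1P2 stimulated with S1P; 0% = agonist at EC80 alone and 100% = agonist plus reference antagonist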
# EphB4 antag: blocks human EphB4 binding to ephrin-B2; EphB4 LBD / TNYL-RAW-Alexa532 peptide, fluorescence polarization; inhibition, % at 7 µM; hit rate 0.15% among 97,000; AID 720;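 active means inhibition above the screen-wide mean inhibition plus 3 SD, cut at about 15% in these data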;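 further: 0% = DMSO wells and 100% = excess unlabeled TNYL-RAW peptide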
# LYP inh 2: LYP (human) phosphatase inhibition | recombinant LYP catalytic domain, DiFMUP fluorescence | inhibition, % at 2 µM | hit rate 0.21% among 96,000;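 active means inhibition at 2 µM at or above a set limit, the screen mean plus 3 SD, cut at about 24% in these data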;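 further: 0% = DMSO with enzyme and 100% = enzyme fully blocked by orthovanadate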
# Active calls of the source: *; x = not tested or not shown. Unless noted, no stated cut-off is given here; in the data, active means inhibition above about 30%; inactive means the rest.
SMILES,FAK inh,PTPN22 act,PostGolgi ctrl,PostGolgi yeast,HIV Rev-RRE inh,S1P2 ag,S1P2 blocker,EphB4 antag,LYP inh 2
Cc1coc(NC(=O)CSc2nc(-c3ccncc3)cc(C(F)(F)F)c2C#N)n1,3,-6,7,3,28,-5,-5,5,3
O=C(Nc1ccccc1NC(=O)c1c(F)c(F)c(F)c(F)c1F)c1c(F)c(F)c(F)c(F)c1F,-2,-3,2,-1,7,1,3,-5,0
O=C(OCC(O)C(O)COC(=O)c1ccccc1)c1ccccc1 (stereo not drawn),1,1,6,14,3,-2,19,4,-4
CC(C)(C)c1ccc(C(=O)N/C(N)=N/c2nc3ccccc3o2)cc1,1,2,8,7,14,0,-15,1,0
COC(=O)COc1ccc(S(=O)(=O)N2CCN(c3ccccc3F)CC2)cc1,7,-2,0,-3,10,-7,19,3,1
CC1CN(C(c2ccco2)c2sc3ncnn3c2O)CC(C)O1 (stereo not drawn),-2,-4,1,-4,6,-5,-14,1,4
CC1CCCN(S(=O)(=O)c2cc(Cl)ccc2Cl)C1 (stereo not drawn),-2,5,1,5,6,-2,-15,-4,-8
CC(=O)c1cccc(NC(=O)Nc2c(C)nn(C)c2C)c1,0,11,17,-5,2,0,1,-9,-16
COc1ccc(N2CCN(CC(O)c3c[nH]c4ccc(OC)cc34)CC2C)cc1 (stereo not drawn),3,-11,-2,4,-2,-5,9,-10,10
Cc1cc2nnc(SCCCCN3C(=O)c4ccccc4C3=O)n2c2ccccc12,-1,1,22,-1,2,-6,-11,0,4
CN(CC(=O)NCc1cccc(F)c1)C(=O)c1ccco1,-5,7,-4,-17,5,0,-2,-5,-10
Cc1cc(C)cc(OCC(=O)Nc2nonc2NC(=O)COc2cc(C)cc(C)c2)c1,0,-16,13,-13,9,-4,-3,1,19
COC(=O)CSc1nc(SCc2ccccc2Cl)nc2c1CCCC2,-9,0,7,26,8,-6,-8,-11,3
C=CCSc1nc2ccccc2n1S(=O)(=O)c1ccc(C)cc1,0,-1,x,x,6,-3,3,11,1
CNc1nc(C)nc(-n2nc(C)cc2C)n1,0,18,25,7,1,-2,-15,-6,-19

# An excerpt from above, limited to EphB4 antag:
SMILES,EphB4 antag
CNc1nc(C)nc(-n2nc(C)cc2C)n1,-6
CC(=O)c1cccc(NC(=O)Nc2c(C)nn(C)c2C)c1,-9
COc1ccc(N2CCN(CC(O)c3c[nH]c4ccc(OC)cc34)CC2C)cc1 (stereo not drawn),-10
C=CCSc1nc2ccccc2n1S(=O)(=O)c1ccc(C)cc1,11

# Arranged by SMILES length (highest first): part of the list above
SMILES,FAK inh,PTPN22 act,PostGolgi ctrl,PostGolgi yeast,HIV Rev-RRE inh,S1P2 ag,S1P2 blocker,EphB4 antag,LYP inh 2
Cc1coc(NC(=O)CSc2nc(-c3ccncc3)cc(C(F)(F)F)c2C#N)n1,3,-6,7,3,28,-5,-5,5,3
O=C(OCC(O)C(O)COC(=O)c1ccccc1)c1ccccc1 (stereo not drawn),1,1,6,14,3,-2,19,4,-4
CC(=O)c1cccc(NC(=O)Nc2c(C)nn(C)c2C)c1,0,11,17,-5,2,0,1,-9,-16

# Further compounds follow.
SMILES,FAK inh,PTPN22 act,PostGolgi ctrl,PostGolgi yeast,HIV Rev-RRE inh,S1P2 ag,S1P2 blocker,EphB4 antag,LYP inh 2
CN(C)c1ccc(CN(C(=O)COc2ccccc2)C2CCS(=O)(=O)C2)cc1 (stereo not drawn),13,0,6,-8,10,-2,13,7,0
CCc1ccc(OCC(=O)OCC(=O)c2ccc3c(c2)NC(=O)CO3)cc1,-1,-4,-6,5,-4,-3,-26,3,2
Cc1cc(C(C)(C)C)cc(S(=O)(=O)NCC(=O)O)c1C,-4,-6,14,12,1,-5,-19,-8,8
CN(C)C=Nc1nonc1N,4,-1,6,15,8,-11,5,-2,5
O=C(Nc1ccc(F)cc1)c1cccc2c1C(=O)N(Cc1ccccn1)C2,3,-1,20,-12,11,-2,3,-6,-2
Cc1ccc(NC(=S)NNC(=O)c2ccccc2OC(F)F)cc1,-1,-8,11,-1,2,-5,6,8,11
Cc1cc(NC(=O)c2cnn3c(C(F)F)cc(-c4ccccc4)nc23)no1,6,-6,-6,-1,2,-7,1,-1,5
CCCCn1c(N)c(N(CC(C)C)C(=O)CN(C)Cc2cccc(OC)c2)c(=O)[nH]c1=O,1,2,22,16,-1,-3,8,-3,0
C=CCn1c(COc2ccc(F)cc2)nnc1SCC(=O)N1CC(=O)Nc2ccccc21,-8,-9,12,3,4,-7,7,1,10
COc1ccc(OC)c(NC(=O)CCN2CCCCCC2)c1,3,6,x,x,-4,-5,-9,-10,-5
CCOC(=O)CC1C(=O)NCCN1C(=O)c1cc2c(=O)n3ccccc3nc2s1 (stereo not drawn),-6,3,3,12,3,10,-35,-7,-7
CC(=O)NCCn1ccc2ccccc21,0,4,10,1,6,-3,-14,-3,-6
Cn1c(Oc2ccc(Cl)c3cccnc23)nc2c1c(=O)n(Cc1ccccc1Cl)c(=O)n2C,-2,2,5,4,10,-1,5,7,1
COc1ccc(NC(=O)c2c3c(nc4ccccc24)CCC3)cc1,-3,4,8,-13,-4,-6,12,-6,-1
O=C(Cn1c(=O)n(Cc2ccccc2)c(=O)c2ccccc21)NCc1ccco1,-1,-8,1,0,4,-6,-8,3,7
O=C(O)c1ccc(CSc2nnc(SCc3ccccc3)s2)cc1,-2,3,3,2,1,-6,16,12,1
Cc1oc(C(C)(C)C)cc1C(=O)Nc1ccc2c(c1)OCCO2,3,1,15,1,6,-8,20,0,2
COC(=O)C1=C(C)N(C)C(C)=C(C(=O)OC)C1c1ccccn1,0,-3,14,-7,0,-7,2,0,1
O=C(Nc1cnn(Cc2c(Cl)cccc2Cl)c1)C(c1ccccc1)c1ccccc1,-1,-3,14,-3,7,-8,18,11,3
Cn1c(N)c(C(=O)COC(=O)c2ccco2)c(=O)n(C)c1=O,1,0,6,0,6,-4,0,-5,4
O=C(Nc1cccc(Cl)c1)N(CCCN1CCOCC1)Cc1ccccc1F,3,2,4,0,6,1,11,-5,-2
CC1=C(C(N)=O)C(c2sccc2C)n2nnnc2N1 (stereo not drawn),0,4,10,5,10,-1,-12,1,-7
CN=C(Nc1cc(C)nn1-c1ccccc1)c1ccc(F)cc1,1,-1,3,-1,7,-1,-6,-4,1
CCN(CC)CCN1C(=O)c2ccccc2NC1c1ccc(F)cc1 (stereo not drawn),-6,-2,1,0,1,-5,-1,3,2
Cc1ccc2cc3c(NC(=O)C(C)C)nn(C)c3nc2c1,9,1,11,-6,4,-4,-15,11,-2
COc1cccc(C(=O)Nc2nnc(C(C)C)s2)c1,2,2,x,x,0,0,-6,3,-2
Cc1ccc(C(=O)Nc2c(C)n(C)n(-c3ccccc3)c2=O)cc1S(=O)(=O)N1CCOCC1,1,-6,x,x,6,-2,18,1,4
O=C(CN1C(=O)CCC1=O)Nc1ccc(S(=O)(=O)N2CCOCC2)cc1,-2,3,22,-2,8,-17,5,2,-1
CCn1c2ccccc2c2nnc(SCc3ccc(C(=O)OC)o3)nc21,1,-3,42*,-4,2,-2,-32,2,1
Cn1c(NC(=O)c2cccs2)cc(=O)n(C)c1=O,5,11,3,-15,5,-3,-5,0,-15

# Continued, overlapping the part above by 4 compounds.
SMILES,FAK inh,PTPN22 act,PostGolgi ctrl,PostGolgi yeast,HIV Rev-RRE inh,S1P2 ag,S1P2 blocker,EphB4 antag,LYP inh 2
Cc1ccc(C(=O)Nc2c(C)n(C)n(-c3ccccc3)c2=O)cc1S(=O)(=O)N1CCOCC1,1,-6,x,x,6,-2,18,1,4
O=C(CN1C(=O)CCC1=O)Nc1ccc(S(=O)(=O)N2CCOCC2)cc1,-2,3,22,-2,8,-17,5,2,-1
CCn1c2ccccc2c2nnc(SCc3ccc(C(=O)OC)o3)nc21,1,-3,42*,-4,2,-2,-32,2,1
Cn1c(NC(=O)c2cccs2)cc(=O)n(C)c1=O,5,11,3,-15,5,-3,-5,0,-15
Nc1ccc(Cc2ccc(N)c(C(=O)O)c2)cc1C(=O)O,-2,9,-5,2,10,-5,14,2,-7
Cc1ccc(C2NC(=O)c3c(sc(C)c3C)N2)c(O)c1 (stereo not drawn),2,1,-4,-3,4,-1,-11,-11,0
COc1ccc(C(=O)Cn2c(Br)nc3c2c(=O)n(C)c(=O)n3C)cc1,-2,6,4,22,-2,-1,11,-3,-7
Cc1ccc(N2CCN(S(=O)(=O)c3ccc(F)c(C)c3)CC2)c(C)c1,0,8,28,-2,13,-2,-20,0,-10
Cc1cccc2cc(CN(C(=O)c3cnccn3)C3CCCCC3)c(Cl)nc12,-3,-1,33*,-4,2,-4,9,-5,5
CO/N=C/c1ccc(Sc2ccccc2)c([N+](=O)[O-])c1,1,2,7,2,17,9,-19,-3,-5
Cc1oc(-c2ccc(Cl)cc2)nc1CN1CCC(C(=O)N2CCN(Cc3ccccc3)CC2)CC1,4,x,33*,-13,6,-8,43,-1,x
CCCCOC(=O)Nc1ccc(C(N)=O)cc1,-1,-3,10,5,9,-2,-12,2,1
C/C(=N\S(=O)(=O)c1ccc(C)cc1)N1CCN(S(=O)(=O)c2ccccc2)C1C(C)C (stereo not drawn),-2,3,15,-12,7,-1,-5,7,-6
CCn1cnc2cc(NCc3nc4ccccc4n3Cc3ccccc3)ccc21,1,1,x,x,3,-7,6,3,1
Cn1c(O)c(C=NC(CC(N)=O)C(=O)O)c(=O)n(C)c1=O (stereo not drawn),-1,3,4,17,8,-5,2,1,-4
COc1cccc(NC(=S)NNC(=O)c2ccccc2OC(F)F)c1,-4,12,7,-2,-3,-8,-6,-3,-8
CCOc1ccc(NC(=O)C(=O)NCC2CCCN2CC)cc1 (stereo not drawn),-2,5,11,5,0,-5,0,-7,-2
CCOc1ccc(-c2nnc(N)o2)cc1,5,-10,19,10,8,-4,1,2,8
CCOC(=O)Cn1c(=N)n(CCOc2cccc(C)c2)c2ccccc21,3,1,5,8,6,-7,11,4,3

# Record cards (already shown). Order of values: FAK inh | PTPN22 act | PostGolgi ctrl | PostGolgi yeast | HIV Rev-RRE inh | S1P2 ag | S1P2 blocker | EphB4 antag | LYP inh 2
# `CCOc1ccc(-c2nnc(N)o2)cc1` reads 5 | -10 | 19 | 10 | 8 | -4 | 1 | 2 | 8
# `C/C(=N\S(=O)(=O)c1ccc(C)cc1)N1CCN(S(=O)(=O)c2ccccc2)C1C(C)C` (stereo not drawn) reads -2 | 3 | 15 | -12 | 7 | -1 | -5 | 7 | -6
# `Nc1ccc(Cc2ccc(N)c(C(=O)O)c2)cc1C(=O)O` reads -2 | 9 | -5 | 2 | 10 | -5 | 14 | 2 | -7

# (list continues)
SMILES,FAK inh,PTPN22 act,PostGolgi ctrl,PostGolgi yeast,HIV Rev-RRE inh,S1P2 ag,S1P2 blocker,EphB4 antag,LYP inh 2
CCOC(=O)c1sc(C)c(C(=O)NCCCN2CCOCC2)c1N,7,-5,5,-7,6,-8,11,2,4
O=C(c1cn(-c2ccccc2)nc1-c1ccncc1)N1CCCCC1,-2,1,5,-6,2,-3,7,6,-3
Cc1ccc(OCc2nnc(SCC(=O)N3CCc4ccccc43)n2C)cc1,2,-7,x,x,4,-7,12,2,2
CCOC(=O)N1CCC(NC(=O)C(NC(=O)C2CCC(C)CC2)C(C)CC)CC1 (stereo not drawn),-2,-1,-9,9,3,-3,5,0,2
